Source: PubChem (several laboratories)
DAX1 inh-1: blocks DAX1 repression of SF-1 activated StAR promoter; HEK293T StAR-luciferase reporter, SF-1/DAX-1 repression relief; actives 1.1% (n = 370,000); inhibition, % at 6.8 µM; AID 652010;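 active means inhibition above the mean over all tested compounds plus 3 SD, cut at about 3.6% in these data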;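 further: 0% = DAX-1 cells with DMSO and 100% = cells lacking DAX-1 with DMSO; higher inhibition means more luminescence from relief of DAX-1 repression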
hcDAF12 agonist: activators of H. contortus DAF-12 nuclear receptor; actives 1.4% (n = 370,000); AID 652067; HEK293 hcDAF-12 lit1-tk-luc reporter, luminescence; 0% DMSO, 100% Δ7-dafachronic acid; activation, % at 6.8 µM;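 active means activation above the mean of all tested compounds plus 3 SD, cut at about 5.5% in these data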;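 further: 100% = response to 3 µM Δ7-dafachronic acid high control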
PLC-beta3 inh: inhibitors of human phospholipase C beta3. Q01970. Purified PLC-beta3, fluorogenic substrate, fluorescence. inhibition, % at 12.2 µM. actives 0.18% (n = 370,000). AID 720704; in the data active means inhibition above about 11%;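 further: 0% = median of compound wells on plate and 100% = full blocker control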
Target sequence (Q01970 whole entry, looked up): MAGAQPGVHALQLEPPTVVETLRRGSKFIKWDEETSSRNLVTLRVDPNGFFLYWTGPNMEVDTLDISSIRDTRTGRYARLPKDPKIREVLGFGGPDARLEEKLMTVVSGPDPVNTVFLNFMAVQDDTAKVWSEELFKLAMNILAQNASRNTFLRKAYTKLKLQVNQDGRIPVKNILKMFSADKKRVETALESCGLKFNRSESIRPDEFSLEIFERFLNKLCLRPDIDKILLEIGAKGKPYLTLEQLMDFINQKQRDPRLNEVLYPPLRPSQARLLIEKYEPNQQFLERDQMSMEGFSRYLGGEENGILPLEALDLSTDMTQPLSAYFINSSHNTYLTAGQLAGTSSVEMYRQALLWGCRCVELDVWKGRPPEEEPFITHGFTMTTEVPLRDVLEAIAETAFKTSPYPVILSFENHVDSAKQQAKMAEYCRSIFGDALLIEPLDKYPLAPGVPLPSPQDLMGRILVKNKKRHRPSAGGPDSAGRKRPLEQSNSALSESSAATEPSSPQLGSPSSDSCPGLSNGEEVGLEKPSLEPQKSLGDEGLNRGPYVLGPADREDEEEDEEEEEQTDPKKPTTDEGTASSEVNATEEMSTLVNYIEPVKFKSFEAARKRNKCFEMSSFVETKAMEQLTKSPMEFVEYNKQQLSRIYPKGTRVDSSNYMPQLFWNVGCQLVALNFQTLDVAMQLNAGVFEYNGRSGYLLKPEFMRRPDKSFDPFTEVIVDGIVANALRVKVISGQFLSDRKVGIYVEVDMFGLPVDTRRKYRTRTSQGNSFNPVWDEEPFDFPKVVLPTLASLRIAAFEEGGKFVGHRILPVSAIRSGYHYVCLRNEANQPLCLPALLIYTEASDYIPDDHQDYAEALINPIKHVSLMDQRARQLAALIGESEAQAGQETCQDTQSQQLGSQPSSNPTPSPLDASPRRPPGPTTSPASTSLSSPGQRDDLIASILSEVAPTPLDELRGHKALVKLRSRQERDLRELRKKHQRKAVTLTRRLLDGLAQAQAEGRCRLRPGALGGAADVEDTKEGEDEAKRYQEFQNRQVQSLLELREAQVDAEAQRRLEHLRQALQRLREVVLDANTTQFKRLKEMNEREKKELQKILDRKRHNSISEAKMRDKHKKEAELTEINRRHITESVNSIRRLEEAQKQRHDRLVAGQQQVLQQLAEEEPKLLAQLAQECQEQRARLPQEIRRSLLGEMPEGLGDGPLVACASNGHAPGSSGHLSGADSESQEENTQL
ssDAF-12 act: S. stercoralis DAF-12 activation, primary screen; AID 652126; HEK293 ssDAF-12/GRIP1 lit1-tk-luc reporter, luminescence; % of 3 µM dafachronic acid response; actives 1% (n = 370,000); activation, % at 6.8 µM;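 active means activation above the mean over all tested compounds plus 3 SD, cut at about 0.9% in these data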;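 further: 0% = DMSO-only wells and 100% = 3 µM delta7-dafachronic acid wells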
NR1D1 modulator: Rev-erb alpha (human) modulation; Rev-erbα–FITC-DNA binding, fluorescence polarization, 90 min; activity, % at 10 µM; actives 0.79% (n = 370,000); AID 1259318;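 active means activity above about 14%, limit read from the data; passing the limit was not always enough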;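 further: 0% = DMSO wells with 35 nM protein and 100% = DMSO wells with 750 nM protein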
HGIII-sPLA2 inh: Blocks human group III sPLA2 activity. Q9NZ20. QFRET BODIPY PC-A2 liposome hydrolysis, fluorescence. inhibition, % at 12.2 µM. actives 0.56% (n = 370,000). AID 743126;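 active means inhibition above mean plus 3 SD of compounds lying within the high and low control bounds, cut at about 19% in these data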;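 further: 0% = median of test compound wells and 100% = no enzyme DMSO wells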
hgDAF12 agonist: activates the H. glycines DAF-12 receptor ligand-binding domain; actives 1.8% (n = 370,000); activation, % at 6.8 µM; HEK293 GAL4-hgDAF12 UAS-luciferase reporter, agonist luminescence; normalized to butyrate control;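 active means activation above a cutoff set at the mean of all screened compounds plus 3 SD, cut at about 10% in these data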;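 further: 0% = DMSO wells and 100% = sodium butyrate wells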
PG9 binder: small molecules binding HIV-1 gp120 antibody PG9; inhibition, % at 6.7 µM; AID 624416; TR-FRET gp120-PG9 antibody binding; actives 0.43% (n = 360,000); in the data active means inhibition above about 8.5%
DAX1 inh-2: inhibits human nuclear receptor DAX1; P51843; HEK293 Gal4-DAX1 luciferase reporter, luminescence; inhibition, % at 6.75 µM; actives 0.99% (n = 340,000); AID 504766;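 active means inhibition above the mean over all tested compounds plus 3 SD, cut at about 4.2% in these data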;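 further: 0% = DAX1-transfected cells with DMSO and 100% = empty-vector control cells with DMSO; inhibition shows as a rise in luminescence from relieved DAX1 repression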
SMARCA2 act: SMARCA2 function activation, primary screen; MG213 cells, MMTV-luciferase reporter, dexamethasone, overnight; activation, % at 9.1 µM; actives 1% (n = 370,000); AID 652017; in the data active means activation above about 7.8%;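 further: 0% = vehicle wells and 100% = reference activator wells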
FXN GAA850 act: increases GAA850 frataxin promoter reporter activity. HEK293 lucGAA850 FXN promoter luciferase reporter, 24 h; percent of 10 µM SAHA response. activation, % at 6 µM. actives 0.56% (n = 360,000);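 active means activation above the average of all compounds screened plus 3 SD, cutoff fixed separately per campaign, cut at about 7.5% in these data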;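 further: 0% = DMSO wells and 100% = 10 µM SAHA wells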
The depositor's hits bear a star; i = inactive; nt = not tested or not shown. This is a random part of the collection; overall some 7% were active at least once.

SMILES	DAX1 inh-1	hcDAF12 agonist	PLC-beta3 inh	ssDAF-12 act	NR1D1 modulator	HGIII-sPLA2 inh	hgDAF12 agonist	PG9 binder	DAX1 inh-2	SMARCA2 act	FXN GAA850 act
CCCC(C(=O)NCc1ccco1)N(C(=O)CNS(=O)(=O)c1ccc(Cl)cc1)C1CCCC1 (stereo not given)	-0.3	-2.1	4	-1.6	-3	-21	-2.8	0.3	0.3	1	-6.8
CCCCNC[C@@]12CO[C@H](c3ccc(Cl)cc3)N1[C@@H](c1ccc(Cl)cc1)SC2	1.0	0.0	-1	0.7	3	-3	0.0	nt	nt	-4	nt
Cc1ccc(C2OC34CCCCCC3C(C#N)(C(=N)O4)C2(C#N)C#N)cc1 (stereo not given)	-0.2	0.6	-306	-0.4	2	-22	0.6	-2.7	-1.2	0	1.0
COC(=O)c1cc2c(ccn2-c2ccc(F)cc2)n1Cc1ccc(OC(C)=O)cc1	0.2	-0.5	-11	-1.8	-3	-23	2.1	-0.7	-0.9	-3	6.0
N#CCSCC(=O)Nc1ccc(Cl)cc1	-0.6	-2.1	3	-1.7	4	0	-0.4	-1.4	0.1	1	0.3
Cc1c(C(=O)N2CCOCC2)sc(NC(=O)C(C)C)c1C#N	0.5	1.0	-4	-1.0	5	12	-0.2	-2.5	-0.3	-3	1.2
COCCN(C(=O)CSc1nc2nc(C)cc(C)n2n1)c1c(N)n(Cc2ccccc2)c(=O)[nH]c1=O	0.1	-1.1	2	-1.5	1	-3	0.7	-0.6	1.9	1	0.1
O=C(Nc1ccon1)C1CCN(S(=O)(=O)c2cccs2)CC1	0.2	-1.2	0	-0.8	-4	3	0.4	-0.6	0.1	3	1.9
O=C(Nc1ccc(Cl)cc1)Nc1cccc(C(=O)O)c1	2.9	4.7	3	-0.7	5	-4	12*	0.8	nt	7	6.6
CCCNC(=O)C(Cc1ccc(OC)cc1)NC(=O)c1ccc(C#N)cc1 (stereo not given)	0.1	-1.4	1	-1.6	-1	8	3.0	0.0	-0.1	-1	0.3
COc1cc(/C=C/C(=O)OCC(=O)Nc2oc(C)c3c(C)n[nH]c(=O)c23)ccc1OC(F)F	-3.2	-0.2	-10	-0.5	-4	0	3.4	-0.4	-0.5	0	1.2
CSc1ccc(Cn2c(C)c(C(=O)NCCC#N)sc2=O)cc1	0.1	-1.6	9	-1.6	-3	0	-1.0	-1.3	nt	-1	2.5
Cc1oc2c(CN3CCCC3)c(O)ccc2c(=O)c1Oc1ccccc1Br	0.0	-0.3	i	-1.6	-1	-6	0.7	-1.7	0.5	0	0.6
O=C1CCCC(O)=C1C1C2=C(CCCC2=O)OC2=C1C(=O)CCC2	0.5	1.0	-2	-0.7	2	4	-0.7	-0.8	-0.5	3	0.0
Cc1ccc(-c2n[nH]c(=O)c3ccccc23)cc1S(=O)(=O)Nc1ccccc1	-1.1	-2.5	-4	-1.6	-2	-15	-5.4	-0.2	-1.4	-3	2.6
CC(=O)OCC(=O)[C@@]1(O)CCC2C3CCC4=CC(=O)CCC4(C)C3C(=O)CC21C (stereo not given in full)	0.3	1.1	-6	-0.8	-4	6	-1.1	0.4	0.5	-4	-1.3
COc1ccc(-c2nc(CSCC(=O)N3CCN(C)CC3)c(C)o2)cc1OC	-0.4	-0.5	3	-0.7	7	4	-2.6	-1.1	6.1*	-1	0.7
Nc1c(C(=O)NCCC2=CCCCC2)sc2ccc(S(=O)(=O)N3CCCCC3)cc12	-1.2	-3.5	-19	-1.6	0	-13	-0.8	0.7	-0.2	0	1.4
O=C(CCSc1nnc2scc(-c3ccccc3)n12)Nc1nc(-c2ccccc2)ns1	0.6	0.8	2	-0.7	24*	5	-1.0	0.2	2.5	0	3.9
CCn1cc(CN2CCC(n3nccc3NC(=O)C3CCCC3)CC2)c(C)n1	-0.5	1.1	-8	-1.1	-4	5	-0.9	-2.3	0.3	0	1.1
COc1cccc(/C=C/C(=O)OCC(=O)Nc2cccc(S(=O)(=O)NC3=NCCCCC3)c2)c1	-0.1	-0.8	-168	-1.0	-1	-30	-1.9	-0.2	0.5	0	0.6
Clc1ccccc1CSc1nnc(-c2cccnc2)n1Cc1ccco1	-0.9	-1.1	2	-2.2	-1	-6	-1.4	0.1	0.7	-2	0.6
O=C(NNc1ccc(Cl)nn1)c1ccc(Cl)cc1	0.1	0.5	0	-1.5	-3	10	-0.3	-2.5	0.0	-2	-0.5
COc1cccc(OC)c1OCCN1CCN(C(c2ccccc2)c2ccccc2)CC1	-0.2	-2.1	-3	-0.8	-3	-5	-3.4	-2.0	-1.3	-3	-0.1
CCOC(=O)C1=C(C)NC(=O)NC1c1ccc(NC(C)=O)cc1 (stereo not given)	0.8	0.1	-6	-0.2	-6	2	3.8	0.1	3.5	-3	1.3
C=CCNC(=O)Nc1ccc2c(c1)[C@@]1(CC(=O)N(CC(C)C)C1c1ccccc1)C(=O)N2C (stereo not given in full)	1.9	0.4	3	-0.9	0	1	-1.4	nt	nt	-4	nt
O=C(N/C(=C\c1ccco1)C(=O)N1CCCCC1)c1ccc([N+](=O)[O-])cc1	0.1	-0.7	-4	-1.6	6	2	-1.2	-0.2	0.3	-2	-0.1
O=C(O)C1=C[C@@H](c2coc3ccccc3c2=O)C[C@@H](OCCCCO)O1	0.2	-0.2	-2	-1.3	2	-3	0.6	-2.8	1.8	2	-0.7
COC(=O)c1sccc1NC(=O)c1ccc(C)o1	-0.8	0.0	-3	-0.6	4	-10	-0.7	1.1	-0.7	2	-0.6
Cc1onc(-c2c(F)cccc2Cl)c1C(=O)Nc1ccc(S(=O)(=O)N2CCOCC2)cc1	-0.1	-1.6	2	-1.1	3	-17	0.2	-0.6	0.2	-1	0.2

As entered above.
Reading of `O=C(N/C(=C\c1ccco1)C(=O)N1CCCCC1)c1ccc([N+](=O)[O-])cc1` in hgDAF12 agonist: -1.2
Reading of `O=C(O)C1=C[C@@H](c2coc3ccccc3c2=O)C[C@@H](OCCCCO)O1` in PG9 binder: -2.8
Reading of `CCOC(=O)C1=C(C)NC(=O)NC1c1ccc(NC(C)=O)cc1` (stereo not given) in PG9 binder: 0.1
Reading of `COc1cccc(/C=C/C(=O)OCC(=O)Nc2cccc(S(=O)(=O)NC3=NCCCCC3)c2)c1` in ssDAF-12 act: -1.0

Reprinted at random: 2 records from the list, in no set order.
SMILES	DAX1 inh-1	hcDAF12 agonist	PLC-beta3 inh	ssDAF-12 act	NR1D1 modulator	HGIII-sPLA2 inh	hgDAF12 agonist	PG9 binder	DAX1 inh-2	SMARCA2 act	FXN GAA850 act
Clc1ccccc1CSc1nnc(-c2cccnc2)n1Cc1ccco1	-0.9	-1.1	2	-2.2	-1	-6	-1.4	0.1	0.7	-2	0.6
COc1cccc(OC)c1OCCN1CCN(C(c2ccccc2)c2ccccc2)CC1	-0.2	-2.1	-3	-0.8	-3	-5	-3.4	-2.0	-1.3	-3	-0.1

Carrying on:
SMILES	DAX1 inh-1	hcDAF12 agonist	PLC-beta3 inh	ssDAF-12 act	NR1D1 modulator	HGIII-sPLA2 inh	hgDAF12 agonist	PG9 binder	DAX1 inh-2	SMARCA2 act	FXN GAA850 act
COC(=O)c1cn(C(=O)c2ccc(OC)cc2)c2ccccc12	-1.4	0.5	-6	-1.0	-7	2	-0.1	0.1	-2.1	-2	0.6
COc1ccc(OC)c(C2CC(=O)c3c([nH]c(C(=O)OCC4CCCO4)c3C)C2)c1 (stereo not given)	0.9	-0.8	3	-0.9	11	-7	-2.9	0.7	0.1	-2	-1.2
CCCN1CN(Cc2ccccc2)CC2=C1CC(C)(C)CC2=O	-0.2	-0.9	0	-1.1	-4	4	-1.1	0.0	-0.4	2	0.5
COCCCn1c(C)nnc1SCC(=O)Nc1cccc(C)c1	0.0	0.3	-7	0.1	6	3	1.4	-1.4	-1.1	-1	0.7
CCOc1cc(CNc2ccc3c(c2)CCC3)ccc1O	-1.1	4.5	-22	1.2*	-2	4	2.8	1.0	1.4	0	-3.0
CCC(=O)Nc1nnc(Sc2ccc(N(C)C)cc2)s1	-0.6	0.0	3	-0.9	-3	1	-0.3	-3.4	1.1	-1	2.4
Cc1ccc(Cc2c(-c3ccc(Cl)cc3)nc3c4ccccc4ccn23)cc1	-0.2	3.0	-12	0.5	5	1	4.2	0.1	nt	0	nt
CC(C)C(=O)NC(C)C(c1cccs1)N1CCN(C)CC1 (stereo not given)	0.8	1.8	2	-2.1	3	2	1.0	0.2	0.6	-1	-2.2
CSCC[C@H](NC(=O)OC(C)(C)C)C(=O)N/N=C/c1cccc2nccnc12	-0.3	-1.1	-15	-1.5	-4	-2	0.1	-1.0	0.6	-1	1.7
CC(=O)c1c(C)[nH]c(C(=O)N(CCc2ccccc2)Cc2ccccc2)c1C	-0.4	5.9*	0	-0.7	0	-8	-2.3	-1.8	-0.7	-1	-0.5
C#CCNC(=O)C[C@@H]1C[C@@]2(C(=O)OC)CCCCC=C2N(Cc2ccco2)C1=O	-0.5	-0.7	1	-1.6	-4	1	2.8	2.2	nt	0	nt
Cc1cc(Br)cn2c(Cc3ccccc3)c(-c3ccco3)nc12	-1.2	3.3	-20	0.5	-1	-2	-0.5	1.9	nt	5	nt
Cc1ccc(C(=O)Nc2ncn[nH]2)cc1	0.3	-1.2	0	-1.2	-4	8	2.4	0.8	2.6	-4	0.9
CCCn1c(C)cc(-c2csc(N)n2)c1C	-0.1	-0.1	-25	-1.1	-5	-4	-0.4	-2.3	-0.2	-1	2.7
S=c1[nH]nc(CNc2cccc(Cl)c2)o1	1.1	-1.0	-5	-0.7	-5	5	-0.7	0.7	-0.6	0	3.1
COc1ccc(NC(=O)Nc2ccc3c(c2)C(=O)N([C@H](C)CO)C[C@@H](C)[C@@H](CN(C)C(=O)C2CCCCC2)OCCCC[C@H](C)O3)cc1	-0.3	-1.0	4	-1.3	-3	-32	-2.4	-1.5	3.2	-2	-1.0
CC(C)(CN1CCCC1)NS(=O)(=O)c1ccc(Cl)cc1	0.2	-2.3	-4	-1.0	1	-4	0.5	-0.9	0.1	-2	0.5
O=C1CCCS(=O)(=O)c2ccccc21	-1.1	-1.4	-15	-1.5	6	2	1.2	-0.6	-0.9	1	1.4
Cc1cc2nnn(-c3nnc(-c4ccccc4)c4ccccc34)c2cc1C	0.4	-0.2	0	-1.6	-9	4	-2.0	-1.7	-0.2	1	1.4
CCc1nn(C(CC)C(=O)NCc2cccs2)c(=O)c2cc3occc3n12 (stereo not given)	-0.2	-2.1	-3	-1.2	2	1	-3.6	-2.6	0.7	-4	2.5
CCOC(=O)C1CCCN(Cc2nc(Cc3cccc(F)c3)no2)C1 (stereo not given)	-0.7	-0.6	-4	-1.3	0	-7	0.7	-0.4	1.7	-1	0.4
CC1=CCC(C(=O)O)(C(=O)N/N=C/c2cccnc2)C(c2ccccc2)C1 (stereo not given)	-0.9	-0.6	-1	-1.3	1	-1	-1.5	-0.7	nt	-1	1.4
CC(C)(C)C(=O)Cn1nc(Cl)nc1Cl	-0.5	-1.6	-5	-1.5	-6	-7	4.5	0.5	1.9	-2	0.0
COc1cccc(-c2noc(-c3ccc(Cl)nc3)n2)c1	1.3	0.5	4	-1.1	4	-3	5.7	-0.4	0.9	7	4.9
O=C(NC1CC1)C1=C[C@H](c2csc3ccccc23)C[C@H](OCCCCO)O1	0.0	-0.2	-1	-1.5	4	2	-1.3	0.8	1.5	1	2.4
